High-throughput results: PubChem BioAssay, several laboratories
M5 PAM: CHRM5 positive allosteric modulation; CHO-K1 hM5, Fluo-8 calcium, ACh EC20 PAM; 0% = ACh EC20, 100% = ACh EC100; P08912; 0.3% of 360,000 active; activation, % at 3 µM;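 active = activation above the run cutoff, the mean activation of all test compounds plus 3 SD, cut at about 18% in these data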
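Assay system – human M5 receptor in CHO-K1 cells · Read-out – % activation, ACh-normalized · Technique – Fluo-8 calcium fluorescence · Dosing – single-point, 3 µM nominal · Incubation – Fluo-8 loading 80 min at 37 °C plus 30 min room temperature · Repeats – singlicate, one well per test compound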
M4 PAM: potentiates acetylcholine response at human M4 receptor. P08173. 0.4% of 360,000 active. activation, % at 3 µM. CHO-K1 hM4/Gqi5, Fluo-8 calcium fluorescence, ACh EC20; 0% = ACh EC20, 100% = maximal ACh;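 active = activation above its plate's cutoff, the mean activation of sample wells plus 3 SD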; note: some results filed as inactive read as strong as hits
Target sequence (P08173 whole entry, looked up): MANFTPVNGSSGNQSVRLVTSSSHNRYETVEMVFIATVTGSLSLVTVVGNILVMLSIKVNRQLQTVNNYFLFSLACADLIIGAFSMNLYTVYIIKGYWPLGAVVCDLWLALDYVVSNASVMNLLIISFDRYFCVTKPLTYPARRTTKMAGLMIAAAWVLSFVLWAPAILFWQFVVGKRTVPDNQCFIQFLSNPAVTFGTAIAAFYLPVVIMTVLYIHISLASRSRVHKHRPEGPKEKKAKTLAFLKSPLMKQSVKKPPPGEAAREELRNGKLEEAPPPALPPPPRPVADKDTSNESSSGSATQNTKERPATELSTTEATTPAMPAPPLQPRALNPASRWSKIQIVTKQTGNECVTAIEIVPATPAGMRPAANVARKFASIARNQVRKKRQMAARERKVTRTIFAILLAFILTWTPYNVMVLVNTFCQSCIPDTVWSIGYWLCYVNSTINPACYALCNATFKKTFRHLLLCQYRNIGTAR
TAAR1 agonist: human TAAR1 agonism | Q96RJ0 | CHO RD-HGA16 TAAR1, Fluo-8 calcium fluorescence; vehicle wells 0%, saturating PEA agonist 100% | activation, % at 3 µM | 0.99% of 360,000 active | AID 624467;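 active = activation above the mean activation of all test compounds in the run plus 3 SD, cut at about 38% in these data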
Target sequence (Q96RJ0 whole entry, looked up): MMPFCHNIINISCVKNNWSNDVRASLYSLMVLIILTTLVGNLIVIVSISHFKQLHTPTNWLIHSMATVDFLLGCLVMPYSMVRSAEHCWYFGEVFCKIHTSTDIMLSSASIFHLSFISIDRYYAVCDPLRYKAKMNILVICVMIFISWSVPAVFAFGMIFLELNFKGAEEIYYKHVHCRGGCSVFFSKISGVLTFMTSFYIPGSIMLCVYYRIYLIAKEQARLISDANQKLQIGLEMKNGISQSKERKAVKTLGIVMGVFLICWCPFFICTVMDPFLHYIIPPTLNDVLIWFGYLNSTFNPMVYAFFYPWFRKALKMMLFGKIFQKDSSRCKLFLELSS
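System: CHO-derived RD-HGA16 cells with stable Gα16 and human TAAR1 / Times: 17-24 h plating, Fluo-8 75 min 37 °C, 30 min RT / Technique: calcium-sensitive Fluo-8 signal, excitation 470-495, emission 515-575 nm / Measure: % activation relative to PEA EC100 response / Benchmarks: DMSO and PEA EC100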
CRFBP-R2 block: antagonists of CRF-binding protein/CRF-R2 receptor complex | HEK293 CRF-R2/CRF-BP, CRF-induced calcium fluorescence | inhibition, % at 11.8 µM | 0.59% of 350,000 active;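 active = inhibition of the ligand-induced calcium signal above about 50% at the single tested concentration, limit read from the data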
CHRM5 agonist: CHRM5 agonism in calcium assay. 0.19% of 360,000 active. CHO-K1 hM5 cells, Fluo-8 calcium fluorescence; 0% DMSO wells, 100% maximal acetylcholine response. activation, % at 3 µM;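 active = activation above the run's mean over test compounds plus 3 SD, cut at about 23% in these data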;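 note: signal is peak over basal fluorescence ratio across the kinetic read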
M1 PAM parental: counter-screen for M1 PAMs: effect in parental CHO-K1 cells. 0.02% of 360,000 active. AID 602247. ATP EC20, Fluo-8 calcium fluorescence; 0% at ATP EC20, 100% at ATP max. activation, % at 3 µM;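 active = activation above the run cutoff, the mean activation of all test compounds plus 3 SD, cut at about 40% in these data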;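 note: peak over basal fluorescence ratio in a 140 s read after ATP addition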
TAAR1 antag: antagonists of human TAAR1. Q96RJ0. CHO RD-HGA16 TAAR1, Fluo-8 calcium fluorescence, antagonist. inhibition, % at 3 µM. 1.5% of 360,000 active. AID 624466;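 active = inhibition above a per-plate cutoff, the mean inhibition of test compounds on that plate plus 3 SD, cut at about 49% in these data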;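 note: 0% = DMSO plus EC80 beta-PEA response and 100% = DMSO alone without agonist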
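Test system – hTAAR1-expressing CHO RD-HGA16 cells, Gα16-coupled · Reagent – β-PEA at EC80 concentration, post-compound challenge · Compound dosing – 3 µM, single point · Timing – 140 s kinetic read after compound, 140 s after agonist · Detection – Fluo-8 intracellular calcium dye fluorescence, real-time kinetic reads · Control set – DMSO and EC80 PEA controls · Repeats – n of 1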
M5 antag: antagonists of human muscarinic M5 receptor (CHRM5); P08912; 0.59% of 360,000 active; inhibition, % at 3 µM; CHO-hM5 cells, Fluo-8 calcium fluorescence, ACh EC80; AID 624040;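 active = inhibition above a per-plate cutoff, the mean of that plate's test compounds plus 3 SD, cut at about 27% in these data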;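 note: 0% = acetylcholine EC80 with DMSO and 100% = DMSO without agonist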
CRFR2-BP ag: CRF-BP/CRF-R2 complex agonism; HEK293 CRF-R2/CRF-BP, calcium dye fluorescence (FLIPR); percent of saturating CRF peptide response; activation, % at 13.2 µM; 0.46% of 350,000 active; AID 588473;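 active = activation of at least 50%, plus an integration ratio under a set limit after plate pattern correction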;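 note: plate controls were neutral control wells without compound for no effect and CRF at EC100 for full effect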
* = called active by the depositor; . = not tested or not shown.

The opening two entries, ahead of the listing:
SMILES	M5 PAM	M4 PAM	TAAR1 agonist	CRFBP-R2 block	CHRM5 agonist	M1 PAM parental	TAAR1 antag	M5 antag	CRFR2-BP ag
COc1ccccc1C(=O)NC(=O)COC(=O)CNC(=O)c1ccc(Cl)cc1Cl	2	12	5	7	3	-4	-36	5	-1.6
COc1ccc(S(=O)(=O)CCC(=O)NCc2ccc(C)o2)cc1	1	11	0	7	0	4	-10	-5	0.0

The list itself, from the first entry:
SMILES	M5 PAM	M4 PAM	TAAR1 agonist	CRFBP-R2 block	CHRM5 agonist	M1 PAM parental	TAAR1 antag	M5 antag	CRFR2-BP ag
COc1ccccc1C(=O)NC(=O)COC(=O)CNC(=O)c1ccc(Cl)cc1Cl	2	12	5	7	3	-4	-36	5	-1.6
COc1ccc(S(=O)(=O)CCC(=O)NCc2ccc(C)o2)cc1	1	11	0	7	0	4	-10	-5	0.0
O=C1COc2ccc(S(=O)(=O)CCC(=O)N3CCN(c4cccc(Cl)c4)CC3)cc2N1	-3	-6	6	-3	-1	-8	10	8	-0.3
COc1ccccc1N1CCN(C(CNS(C)(=O)=O)c2cccnc2)CC1 (stereo not drawn)	-1	5	3	-2	-1	4	-6	8	-0.4
CCCCn1c(N)c(N(C(=O)CSc2nnc(C)n2-c2ccccc2)C2CCCC2)c(=O)[nH]c1=O	-5	3	7	1	5	-11	-3	11	-1.5
Brc1cc2c(cc1COc1ccc(-c3nn[nH]n3)cc1)OCO2	-3	1	23	-5	-1	23	8	4	-1.6
COc1ccc(-c2cc(NC(C)=O)c3ncc(-c4ccc(OC)c(OC)c4)n3c2)c(OC)c1	-1	-1	-1	.	-3	4	-9	5	.
CCN(CC)C(=O)COc1coc(CN2CCN(c3ccccc3)CC2)cc1=O	8	1	1	-9	-1	17	-4	-7	1.1
CC(Sc1n[nH]c(N)n1)C(=O)Nc1cccc2ccccc12 (stereo not drawn)	6	7	2	-6	3	-20	-3	-9	1.3
Cc1cc(C(=O)OCC(=O)NCCC(C)C)c2ccccc2n1	1	8	3	4	5	6	1	-5	-0.7
COc1ccccc1N1CCN(S(=O)(=O)c2cc3c(cc2C)NC(=O)CO3)CC1	-7	0	3	22	3	13	11	6	-1.9
OC[C@@H]1CN(Cc2cccc3ccccc23)C[C@H](n2cnc3c(NCc4ccco4)ncnc32)O1	-15	-10	20	.	5	7	65*	18	.
COC(=O)c1ccc(/C=N/NC(=O)C(=O)NCC2CCCO2)cc1 (stereo not drawn)	3	-5	4	3	-4	15	-22	-2	-2.9
O=C(O)c1ccccc1C(=O)Nc1ccc(Oc2cccc(C(F)(F)F)c2)nc1	8	2	-1	-1	3	16	-3	-4	2.9
O=C(Nc1ccc(Cl)cc1)NC1CCCc2ccccc21 (stereo not drawn)	-7	8	12	-54	-5	-3	3	20	0.9
O=C(Nc1ccccc1F)c1ccc(CN2CCN(c3ccccc3)CC2)cc1	-6	-4	-1	8	0	2	-3	3	-0.9
CNc1nc(SC(C)C(=O)Nc2ccc(Cl)c(Cl)c2)nc(N2CCOCC2)n1 (stereo not drawn)	3	4	4	-7	2	14	-22	6	0.9
CC(C)(O)C(=O)NNC(=S)Nc1cccc(C(F)(F)F)c1	0	0	15	15	-1	14	9	5	2.3
CCOc1ccc2nc(NC(=O)c3ccccn3)sc2c1	-1	10	6	8	14	25	17	4	4.4
Cc1nc(SCc2cccc(F)c2)c2oc3ccccc3c2n1	6	21	-1	-7	-4	17	-22	0	1.4
CCN1CCCC1CN(Cc1cc2ccc(C)c(C)c2[nH]c1=O)C(=O)Nc1ccccc1OC (stereo not drawn)	-1	13	2	6	-4	13	-4	-3	-3.5
CCCCN1C(=O)C(=O)c2cc(Cl)ccc21	-4	-3	0	0	15	24	32	-1	-3.7
O=C(CCNC(=O)c1ccc(Br)cc1)Nc1ccccc1N1CCCC1	-3	-5	1	1	-1	2	-9	3	0.3
COc1ccc(C(=O)NNC(=O)CSc2nnc(-c3cccnc3)n2C)cc1	-6	3	1	-14	2	-12	12	0	3.5

An excerpt from above, limited to CRFR2-BP ag, M5 antag and CHRM5 agonist.
Structure	CRFR2-BP ag	M5 antag	CHRM5 agonist
CCOc1ccc2nc(NC(=O)c3ccccn3)sc2c1	4.4	4	14
Cc1nc(SCc2cccc(F)c2)c2oc3ccccc3c2n1	1.4	0	-4

Reformatted: two of the compounds above
Molecule | M5 PAM | M4 PAM | TAAR1 agonist | CRFBP-R2 block | CHRM5 agonist | M1 PAM parental | TAAR1 antag | M5 antag | CRFR2-BP ag
CCOc1ccc2nc(NC(=O)c3ccccn3)sc2c1 | -1 | 10 | 6 | 8 | 14 | 25 | 17 | 4 | 4.4
COc1ccc(C(=O)NNC(=O)CSc2nnc(-c3cccnc3)n2C)cc1 | -6 | 3 | 1 | -14 | 2 | -12 | 12 | 0 | 3.5

Next section
SMILES	M5 PAM	M4 PAM	TAAR1 agonist	CRFBP-R2 block	CHRM5 agonist	M1 PAM parental	TAAR1 antag	M5 antag	CRFR2-BP ag
C=CCNC(=O)c1cccc(Br)c1	-1	-1	3	2	-2	3	-8	11	-0.9
O=C(NCCCN1CCCC1=O)C(=O)NCC1OCCCN1S(=O)(=O)c1ccccc1 (stereo not drawn)	1	1	0	-9	0	13	10	-1	0.1
Fc1cccc(Cl)c1Cc1noc(/C=C/c2ccccc2)n1	-10	-7	2	5	0	-4	-8	4	-0.6
CCCCC(Nc1ncnc2ccccc12)C(=O)O (stereo not drawn)	-6	6	5	21	-2	11	-3	6	0.1
CC(C)C(NC(=O)CN(c1cccc(F)c1)S(C)(=O)=O)C(C)C	-1	3	5	-1	-7	14	-1	-4	3.1
COc1ccc(S(=O)(=O)NC(=O)C2(C)CCN2C(=O)c2ccc(C(F)(F)F)nc2C)cc1 (stereo not drawn)	-3	-2	0	.	0	-17	2	16	.
O=C(CSc1nc2ccc(Cl)cc2[nH]1)NC1CCCc2ccccc21 (stereo not drawn)	-9	-9	4	0	3	4	47	-3	0.8
CCN(CC1CCCN(CCc2cccc(OC)c2)C1)C(=O)c1ccoc1 (stereo not drawn)	0	-3	0	1	-10	17	-11	15	-0.3
CN1Cc2c(N3CCOCC3)nc(SCc3ccccc3)c(C#N)c2CC1(C)C	-4	-13	4	-75	-6	13	7	2	64*
O=S(=O)(c1ccc(F)cc1)N1CCC2(CC1)OCCO2	7	6	1	1	4	21	10	-11	-5.3
O=C(O)c1cc(-c2ccc(-c3ccc(F)cc3)o2)nc2ccccc12	-1	4	1	-5	-1	-6	8	4	-0.4
CCOC(=O)c1c(NC(=O)c2cccs2)sc2c1CC(C)(C)OC2	-1	-5	4	9	-2	20	-20	2	1.6

Arranged by heavy-atom count (ascending): part of the list above
SMILES	M5 PAM	M4 PAM	TAAR1 agonist	CRFBP-R2 block	CHRM5 agonist	M1 PAM parental	TAAR1 antag	M5 antag	CRFR2-BP ag
Cc1cc(C(=O)OCC(=O)NCCC(C)C)c2ccccc2n1	1	8	3	4	5	6	1	-5	-0.7
COC(=O)c1ccc(/C=N/NC(=O)C(=O)NCC2CCCO2)cc1 (stereo not drawn)	3	-5	4	3	-4	15	-22	-2	-2.9
CCN(CC)C(=O)COc1coc(CN2CCN(c3ccccc3)CC2)cc1=O	8	1	1	-9	-1	17	-4	-7	1.1

The results go on.
SMILES	M5 PAM	M4 PAM	TAAR1 agonist	CRFBP-R2 block	CHRM5 agonist	M1 PAM parental	TAAR1 antag	M5 antag	CRFR2-BP ag
O=C(NCCCN1CCN(c2ccccc2F)CC1)Nc1ccccc1[N+](=O)[O-]	-5	2	9	12	-1	9	-10	7	-2.4
CCCCCCN1C[C@@H](O)[C@H](n2cc(C3CC3)nn2)C[C@@H]1c1ccc(C)cc1	0	6	-2	2	-1	14	-3	3	1.6
O=C(NCc1ccccc1)C(c1ccc(C(F)(F)F)cc1)n1c(=O)c(-c2ccccc2)nc2ccccc21 (stereo not drawn)	-7	-2	2	.	2	.	-14	0	.
COc1cc2c(cc1OC)-c1cc(NC3CCCC3)nc(=O)n1CC2	14	1	10	-4	2	5	13	-3	-0.4
COc1ccccc1NC(=O)CSc1nnc(-c2ccoc2C)o1	-5	-4	6	-3	4	-1	-11	13	-0.1
COc1ccc(COC[C@H](CC(C)C)N2CCN(C(=O)c3cccc(C(F)(F)F)c3)CCC2=O)cc1	-5	3	-1	.	-1	11	-28	1	.
Cc1cccc(C(=O)Oc2ccccc2/C=N/NC(=O)c2ccc(NC(=O)C(C)(C)C)cc2)c1	-3	11	7	3	1	5	36	11	-0.6
Cn1cc(CN2CCC(Oc3ccc(C(=O)N4CCCC4)cc3)CC2)cn1	-2	4	1	2	-7	-13	-16	-5	0.7
N#C/C(=C\c1ccccc1[N+](=O)[O-])C(=O)Nc1ccc(S(N)(=O)=O)cc1	5	-7	3	-26	2	-1	8	-1	5.4
CC1(C)C([N+](=O)[O-])C(c2ccc(O)cc2)NC(c2ccc(O)cc2)C1[N+](=O)[O-] (stereo not drawn)	-3	-14	10	5	2	-4	34	5	0.7
Cc1ccc(OCc2nnc(SCc3nc4ccccc4[nH]3)n2Cc2ccco2)cc1	-21	0	10	-9	5	8	36	15	-0.7
CCC(=O)Nc1nnc(S(=O)(=O)N(C)c2cc(C)cc(C)c2)s1	2	-3	-3	-5	-5	16	-20	1	0.0
CCOc1ccc(S(=O)(=O)NC2CCCC2)cc1	-3	0	-1	6	-4	-3	-6	5	-2.6
Cc1cc(C(=O)CCC(=O)NCC(=O)Nc2c(C)cccc2C)c(C)s1	-24	2	0	1	-7	-8	5	16	1.6
Cc1cc(C)nc(NS(=O)(=O)c2ccccc2)n1	-4	-2	3	-6	0	-9	-19	3	-0.3
O=C(NC1=NCCS1)c1ccccc1OCc1ccc(F)cc1	3	1	-1	-6	0	11	-18	3	-1.1
O=C(Nc1ccccc1)C1=C[C@H](c2ccc(C(F)(F)F)cc2)C[C@H](OCc2ccc(CO)cc2)O1	.	.	12	8	.	.	7	.	1.1
O=C(Nc1nnc(C2CC2)s1)c1ccco1	-4	-3	0	-35	-2	8	-1	-2	2.4
